CHRM1 agonist: activates human CHRM1 receptor; AID 588814; 0.33% of 360,000 active; CHO-K1 hM1, Fluo-8 calcium fluorescence, agonist mode; 0% DMSO, 100% acetylcholine EC100; P11229; activation, % at 3 µM;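 active = activation above the run's mean compound activation plus 3 SD, cut at about 16% in these data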;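 also: peak over basal fluorescence ratio within a 140 s kinetic read after compound addition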
TAAR1 antag: human TAAR1 antagonism. Q96RJ0. CHO RD-HGA16 TAAR1, Fluo-8 calcium fluorescence, antagonist. inhibition, % at 3 µM. 1.5% of 360,000 active. AID 624466;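 active = inhibition above a per-plate cutoff, the mean inhibition of test compounds on that plate plus 3 SD, cut at about 49% in these data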;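 also: 0% = DMSO plus EC80 beta-PEA response and 100% = DMSO alone without agonist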
Target sequence (Q96RJ0 whole entry, looked up): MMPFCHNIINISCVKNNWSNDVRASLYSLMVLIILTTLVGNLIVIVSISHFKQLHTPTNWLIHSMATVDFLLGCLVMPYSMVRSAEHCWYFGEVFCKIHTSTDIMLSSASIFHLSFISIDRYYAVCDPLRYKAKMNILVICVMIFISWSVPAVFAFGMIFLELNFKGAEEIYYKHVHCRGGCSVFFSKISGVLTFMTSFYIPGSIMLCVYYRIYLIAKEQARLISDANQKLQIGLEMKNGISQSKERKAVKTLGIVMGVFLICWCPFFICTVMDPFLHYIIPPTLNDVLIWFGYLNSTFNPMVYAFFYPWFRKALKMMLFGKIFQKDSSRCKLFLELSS
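System: RD-HGA16 CHO cells with stable hTAAR1 and Gα16 | Probe or stimulus: EC80 β-phenethylamine stimulus | Dosing: 3 µM, single point | Times: Dye loading 75 min at 37 °C, then 30 min room temperature | Measured by: Fluo-8 calcium-sensitive fluorescence | Read-out basis: % inhibition of agonist calcium response | Replicates: n of 1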
V1aR counter: activates human V1a receptor in oxytocin agonist counter-screen | P37288 | CHO-V1R cells, Fluo-8 calcium fluorescence, agonist mode; 0% DMSO, 100% 3 nM vasopressin | activation, % at 3 µM | 0.25% of 320,000 active;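 active = activation above the mean activation of all tested compounds plus 3 SD, per screening run, cut at about 20% in these data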;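 also: signal is peak over basal fluorescence ratio across a 100 second FLIPR read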
Target sequence (P37288 whole entry, looked up): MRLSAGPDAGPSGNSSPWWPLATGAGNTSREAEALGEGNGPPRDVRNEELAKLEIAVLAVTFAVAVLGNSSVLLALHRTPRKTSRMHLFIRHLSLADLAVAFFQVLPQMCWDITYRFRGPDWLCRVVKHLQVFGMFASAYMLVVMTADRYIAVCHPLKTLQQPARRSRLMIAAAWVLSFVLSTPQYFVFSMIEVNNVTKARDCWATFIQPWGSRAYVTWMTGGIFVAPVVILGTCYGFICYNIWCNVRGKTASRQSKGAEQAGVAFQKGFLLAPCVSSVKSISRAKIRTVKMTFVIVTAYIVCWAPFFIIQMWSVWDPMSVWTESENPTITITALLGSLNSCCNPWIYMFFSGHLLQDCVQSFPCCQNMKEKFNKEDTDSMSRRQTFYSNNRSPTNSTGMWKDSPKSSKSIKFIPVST
OXTR potentiate: potentiators of human oxytocin receptor; P30559; CHO-OTR cells, Fluo-8 calcium fluorescence, potentiator mode; 0% = oxytocin EC15, 100% = EC100; activation, % at 3 µM; 0.061% of 320,000 active; AID 2445;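 active = activation above that plate's cutoff, the mean activation of tested compounds plus 3 SD, cut at about 6.6% in these data, passing the limit was not always enough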;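 also: 100% uses oxytocin at 75 nM as the full agonist control; some results filed as inactive read as strong as hits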
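Material: human OTR in CHO cells. Compound: 3.0 µM, one dose. Timing: compound 6 min at room temperature before oxytocin, 100 s read. Evaluation: % activation of max/min ratio relative to oxytocin controls. Replication: single well per compound, singlicate. Signal: Fluo-8 calcium dye fluorescence.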
CHO-K1 Ca antag: nonselective inhibitor or artifact in parental CHO-K1 cells; 0.6% of 360,000 active; ATP-induced calcium, Fluo-8 fluorescence; inhibition, % at 3 µM;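 active = inhibition above a per-plate cutoff, the plate's mean sample inhibition plus 3 SD, cut at about 24% in these data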;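 also: 0% = DMSO plus EC80 ATP and 100% = DMSO alone without ATP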
CHO parental Ca: counter-screen: ATP calcium response change in parental CHO cells | parental CHO-K1, ATP-induced calcium, Fluo-8 fluorescence | inhibition, % at 5.6 µM | 0.63% of 330,000 active;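 active = inhibition above that plate's mean sample inhibition plus 3 SD, cut at about 26% in these data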;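 also: 0% = ATP-challenged DMSO wells and 100% = DMSO wells without ATP; some compounds past the cut are filed as inactive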
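Measured by: calcium-sensitive Fluo-8 fluorescence / Test system: CHO parental line / Controls: ATP-challenged DMSO wells low, unchallenged DMSO wells high / Measure: % inhibition / Compound: single nominal dose of 5.6 µM per compound / Replicates: single well per compound, no replicates / Reagent: ATP as calcium-mobilizing challenge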
CHO-K1 Ca PAM: M1 PAM counterscreen hit in parental CHO-K1 cells | ATP EC20, Fluo-8 calcium fluorescence; 0% at ATP EC20, 100% at ATP max | activation, % at 3 µM | 0.02% of 360,000 active | AID 602247;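 active = activation above the run cutoff, the mean activation of all test compounds plus 3 SD, cut at about 40% in these data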;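 also: peak over basal fluorescence ratio in a 140 s read after ATP addition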
TAAR1 agonist: agonists of human TAAR1; AID 624467; 0.99% of 360,000 active; Q96RJ0; activation, % at 3 µM; CHO RD-HGA16 TAAR1, Fluo-8 calcium fluorescence; vehicle wells 0%, saturating PEA agonist 100%;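 active = activation above the mean activation of all test compounds in the run plus 3 SD, cut at about 38% in these data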
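System: CHO-derived RD-HGA16 cells with stable Gα16 and human TAAR1 / Times: 17-24 h plating, Fluo-8 75 min 37 °C, 30 min RT / Technique: calcium-sensitive Fluo-8 signal, excitation 470-495, emission 515-575 nm / Measure: % activation relative to PEA EC100 response / Benchmarks: DMSO and PEA EC100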
M1 ag parental: nonselective activator or artifact in parental CHO-K1 cells; Fluo-8 calcium fluorescence; scaled to maximal ATP response, vehicle zero; activation, % at 3 µM; 0.48% of 360,000 active; AID 602248; in the data active = activation above about 15%;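 also: untransfected CHO-K1 host cells lacking M1 receptor as counterscreen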
Active calls of the source: *.

Results for O=C(c1ccc(NS(=O)(=O)c2ccc(Cl)cc2)cc1)N1CCOCC1 ?
CHRM1 agonist: 0; TAAR1 antag: -5; V1aR counter: 0.9; OXTR potentiate: -5; CHO-K1 Ca antag: -2; CHO parental Ca: -7; CHO-K1 Ca PAM: -10; TAAR1 agonist: 1; M1 ag parental: 1.6

Results for Cc1cc(/C=C2\SC(=S)N(C)C2=O)c(C)n1-c1ccc(O)cc1 ?
CHRM1 agonist: 6; TAAR1 antag: -20; V1aR counter: 4.0; OXTR potentiate: -15; CHO-K1 Ca antag: 1; CHO parental Ca: 9; CHO-K1 Ca PAM: -4; TAAR1 agonist: 11; M1 ag parental: 4.2

How did CC(C)(C)c1ccc(C(=O)NCc2ccccc2)cc1 do in these assays?
CHRM1 agonist: -4; TAAR1 antag: -14; V1aR counter: -2.0; OXTR potentiate: -3; CHO-K1 Ca antag: -7; CHO parental Ca: 14; CHO-K1 Ca PAM: 2; TAAR1 agonist: 0; M1 ag parental: 0.0

Results for Cc1c(C#N)c(O)n(CCO)c(=O)c1N=Nc1ccc(S(N)(=O)=O)cc1 ?
CHRM1 agonist: -3; TAAR1 antag: -11; V1aR counter: 1.4; OXTR potentiate: -3; CHO-K1 Ca antag: -11; CHO parental Ca: -9; CHO-K1 Ca PAM: 12; TAAR1 agonist: 1; M1 ag parental: 0.6

Results for Cc1cc(-c2cc(C(=O)NCc3ccccc3)on2)nc(S(C)(=O)=O)n1 ?
CHRM1 agonist: -3; TAAR1 antag: 10; V1aR counter: 0.6; OXTR potentiate: -4; CHO-K1 Ca antag: -12; CHO parental Ca: -9; CHO-K1 Ca PAM: 2; TAAR1 agonist: 2; M1 ag parental: -0.2

How did CC(C)(Oc1ccc(Br)cc1Cl)C(=O)Nc1ccon1 do in these assays?
CHRM1 agonist: -6; TAAR1 antag: -13; V1aR counter: 0.3; OXTR potentiate: -4; CHO-K1 Ca antag: -1; CHO parental Ca: -12; CHO-K1 Ca PAM: 20; TAAR1 agonist: 0; M1 ag parental: -0.4

How did O=C(CSCc1ccc(Cl)cc1)Nc1ccc(S(=O)(=O)N2CCCCCC2)cc1 do in these assays?
CHRM1 agonist: -4; TAAR1 antag: 14; V1aR counter: 5.8; OXTR potentiate: -12; CHO-K1 Ca antag: -14; CHO parental Ca: -4; CHO-K1 Ca PAM: 18; TAAR1 agonist: 18; M1 ag parental: 3.2

Results for O=S(=O)(c1ccccc1)N1CCN(c2nc(-c3cccnc3)nc3ccccc23)CC1 ?
CHRM1 agonist: -2; TAAR1 antag: 69*; CHO-K1 Ca antag: -13; CHO-K1 Ca PAM: -19; TAAR1 agonist: 13; M1 ag parental: 3.0

What do the screens show for `CCNc1nc(NCC)nc(N(C)n2cnnc2)n1`?
CHRM1 agonist: -5; TAAR1 antag: 0; V1aR counter: 1.3; OXTR potentiate: -1; CHO-K1 Ca antag: -4; CHO parental Ca: -9; CHO-K1 Ca PAM: 12; TAAR1 agonist: 1; M1 ag parental: 0.2

What do the screens show for `CCOC(=O)C1=C(CNCc2ccccc2Cl)NC(=O)NC1c1ccc2c(c1)OCO2` (centres undefined)?
CHRM1 agonist: -2; TAAR1 antag: 17; V1aR counter: -0.8; OXTR potentiate: -26; CHO-K1 Ca antag: -9; CHO parental Ca: -24; CHO-K1 Ca PAM: 16; TAAR1 agonist: 6; M1 ag parental: 1.0

The last two compounds of the part above open the next one:
What do the screens show for `CCNc1nc(NCC)nc(N(C)n2cnnc2)n1`?
CHRM1 agonist: -5; TAAR1 antag: 0; V1aR counter: 1.3; OXTR potentiate: -1; CHO-K1 Ca antag: -4; CHO parental Ca: -9; CHO-K1 Ca PAM: 12; TAAR1 agonist: 1; M1 ag parental: 0.2

What do the screens show for `CCOC(=O)C1=C(CNCc2ccccc2Cl)NC(=O)NC1c1ccc2c(c1)OCO2` (centres undefined)?
CHRM1 agonist: -2; TAAR1 antag: 17; V1aR counter: -0.8; OXTR potentiate: -26; CHO-K1 Ca antag: -9; CHO parental Ca: -24; CHO-K1 Ca PAM: 16; TAAR1 agonist: 6; M1 ag parental: 1.0

Results for CC1(C)Cc2cccc(OCC(=O)OCC(=O)Nc3cccc(S(N)(=O)=O)c3)c2O1 ?
CHRM1 agonist: -2; TAAR1 antag: -38; V1aR counter: 0.6; OXTR potentiate: -22; CHO-K1 Ca antag: 6; CHO parental Ca: -5; CHO-K1 Ca PAM: -1; TAAR1 agonist: 1; M1 ag parental: 0.2

What do the screens show for `CCc1cccc(NC(=O)C2CCCN(S(=O)(=O)c3cccs3)C2)c1` (centres undefined)?
CHRM1 agonist: -3; TAAR1 antag: 20; V1aR counter: 2.0; OXTR potentiate: -9; CHO-K1 Ca antag: 5; CHO parental Ca: -25; CHO-K1 Ca PAM: -18; TAAR1 agonist: -1; M1 ag parental: 1.6

Results for COc1ccc(Cl)cc1C(=O)Nc1ccc(CN2CCCCC2)cc1 ?
CHRM1 agonist: -12; TAAR1 antag: 11; V1aR counter: 1.9; OXTR potentiate: -3; CHO-K1 Ca antag: -4; CHO parental Ca: -10; CHO-K1 Ca PAM: 11; TAAR1 agonist: 0; M1 ag parental: 0.5

What do the screens show for `COc1ccc(NS(=O)(=O)c2cc(NC(=O)c3ccccn3)ccc2OC)cc1Br`?
CHRM1 agonist: -2; TAAR1 antag: -3; V1aR counter: 2.5; OXTR potentiate: -10; CHO-K1 Ca antag: -4; CHO parental Ca: -8; CHO-K1 Ca PAM: -1; TAAR1 agonist: 9; M1 ag parental: 0.5

What do the screens show for `CC(C)Oc1cccc(C(=O)Nc2ccc(CN3CCOCC3)cc2)c1`?
CHRM1 agonist: -10; TAAR1 antag: 21; V1aR counter: 0.5; OXTR potentiate: 0; CHO-K1 Ca antag: -21; CHO parental Ca: -12; CHO-K1 Ca PAM: 19; TAAR1 agonist: 4; M1 ag parental: 3.5

Results for CCOc1ccccc1NC(=O)c1ccc2c(c1)C(=O)N(CC1CCCO1)C2=O (centres undefined) ?
CHRM1 agonist: -4; TAAR1 antag: -6; V1aR counter: 0.8; OXTR potentiate: -4; CHO-K1 Ca antag: -12; CHO parental Ca: -14; CHO-K1 Ca PAM: 12; TAAR1 agonist: 1; M1 ag parental: 0.5

How did COc1ccccc1NC(=O)c1oc2ccc(C)cc2c1C do in these assays?
CHRM1 agonist: -5; TAAR1 antag: -8; V1aR counter: 0.9; OXTR potentiate: -7; CHO-K1 Ca antag: -4; CHO parental Ca: -38; CHO-K1 Ca PAM: 15; TAAR1 agonist: 14; M1 ag parental: -0.3

How did COc1ccc(OC)c(NC(=O)CSc2nc(N3CCOCC3)nc(N3CCOCC3)n2)c1 do in these assays?
CHRM1 agonist: -3; TAAR1 antag: -5; V1aR counter: 0.1; OXTR potentiate: -3; CHO-K1 Ca antag: -2; CHO parental Ca: -11; CHO-K1 Ca PAM: 14; TAAR1 agonist: 0; M1 ag parental: 1.2

What do the screens show for `CN1/C(=C/C=C(/C#N)C(N)=O)C(C)(C)c2ccccc21`?
CHRM1 agonist: 10; TAAR1 antag: 12; V1aR counter: 1.9; OXTR potentiate: 0; CHO-K1 Ca antag: -9; CHO parental Ca: -15; CHO-K1 Ca PAM: 13; TAAR1 agonist: 32; M1 ag parental: 3.0

Results for CCc1cccc(Nc2c([N+](=O)[O-])cc(C(=O)N3CC(=O)Nc4ccccc43)cc2[N+](=O)[O-])c1 ?
CHRM1 agonist: -9; TAAR1 antag: -9; V1aR counter: -1.1; OXTR potentiate: -5; CHO-K1 Ca antag: -6; CHO parental Ca: -18; CHO-K1 Ca PAM: 29; TAAR1 agonist: 1; M1 ag parental: 0.2

What do the screens show for `CCOC(=O)[C@H]1[C@H]2COc3ccc(C)cc3[C@@H]2N2C(=O)CN(Cc3ccc(Cl)cc3)C(=O)[C@@]12C`?
CHRM1 agonist: -7; TAAR1 antag: 11; V1aR counter: -0.1; OXTR potentiate: -7; CHO-K1 Ca antag: -10; CHO parental Ca: -21; CHO-K1 Ca PAM: 9; TAAR1 agonist: 2; M1 ag parental: 0.7

What do the screens show for `CCOc1ncccc1C(=O)NNC(=O)c1csc(N2CCOCC2)n1`?
CHRM1 agonist: -1; TAAR1 antag: -10; V1aR counter: 0.5; OXTR potentiate: 7; CHO-K1 Ca antag: -9; CHO parental Ca: -7; CHO-K1 Ca PAM: 12; TAAR1 agonist: 1; M1 ag parental: 0.7

How did CCN1C=C(C(=O)OC)C(c2cccc(C)c2)C(C(=O)OC)=C1 do in these assays?
CHRM1 agonist: -3; TAAR1 antag: 22; V1aR counter: -1.9; OXTR potentiate: -10; CHO-K1 Ca antag: -6; CHO parental Ca: -15; CHO-K1 Ca PAM: 20; TAAR1 agonist: 0; M1 ag parental: 0.2

How did COc1ccc(C(C(=O)NCC2CCCO2)N(C(=O)c2snc(C(N)=O)c2N)c2ccccc2C)cc1OC (centres undefined) do in these assays?
CHRM1 agonist: -1; TAAR1 antag: -12; V1aR counter: -0.4; OXTR potentiate: -8; CHO-K1 Ca antag: -10; CHO parental Ca: -8; CHO-K1 Ca PAM: 13; TAAR1 agonist: 3; M1 ag parental: 1.4

Results for O=C(Nc1ccc2nn(-c3ccccc3)nc2c1)c1ccco1 ?
CHRM1 agonist: -1; TAAR1 antag: 18; V1aR counter: -0.1; OXTR potentiate: -12; CHO-K1 Ca antag: 1; CHO parental Ca: 7; CHO-K1 Ca PAM: 0; TAAR1 agonist: 15; M1 ag parental: 0.5

How did Cc1ccc(-n2nc(-c3ccco3)cc2C(=O)O)cc1 do in these assays?
CHRM1 agonist: -3; TAAR1 antag: -2; V1aR counter: 0.7; OXTR potentiate: -9; CHO-K1 Ca antag: -10; CHO parental Ca: 3; CHO-K1 Ca PAM: 13; TAAR1 agonist: -1; M1 ag parental: 0.5

What do the screens show for `NC(=O)[C@@H]1CC2(CC(c3cccc(NC(=O)COc4ccc(Cl)cc4)c3)=NO2)CN1C(=O)COc1ccc(Cl)cc1` (some centres undefined)?
CHRM1 agonist: -3; TAAR1 antag: 7; V1aR counter: 1.7; OXTR potentiate: -13; CHO-K1 Ca antag: -10; CHO parental Ca: 11; CHO-K1 Ca PAM: 9; TAAR1 agonist: 11; M1 ag parental: 0.8

How did Cc1cc(Br)cnc1NC(=S)Nc1ccc(F)cc1F do in these assays?
CHRM1 agonist: -5; TAAR1 antag: -19; V1aR counter: -0.2; OXTR potentiate: -14; CHO-K1 Ca antag: -14; CHO parental Ca: -5; CHO-K1 Ca PAM: 9; TAAR1 agonist: 3; M1 ag parental: 3.3

How did CC1CCCN(S(=O)(=O)c2ccc(NC(=O)C3CCN(C(=O)c4ccco4)CC3)cc2)C1 (centres undefined) do in these assays?
CHRM1 agonist: -3; TAAR1 antag: 14; V1aR counter: 2.1; OXTR potentiate: -4; CHO-K1 Ca antag: -12; CHO parental Ca: -9; CHO-K1 Ca PAM: 14; TAAR1 agonist: 1; M1 ag parental: 4.6
